BioA inh: blocks M. tuberculosis BioA enzyme activity | 0.096% of 360,000 active | inhibition, % at 9.99 µM | purified M. tuberculosis BioA enzyme, plate reader; in the data active means inhibition above about 40%; inconclusive means no clear call, values can overlap the other calls
Mtb FBA inh: inhibitors of M. tuberculosis fructose-bisphosphate aldolase; purified M. tuberculosis FBA, fluorescence read-out; P9WQA3; inhibition, % at 1 µM; 2.3% of 360,000 active; in the data active means inhibition above about 27%;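 further: 0% = vehicle and 100% = reference inhibitor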
Target sequence (P9WQA3 whole entry, looked up): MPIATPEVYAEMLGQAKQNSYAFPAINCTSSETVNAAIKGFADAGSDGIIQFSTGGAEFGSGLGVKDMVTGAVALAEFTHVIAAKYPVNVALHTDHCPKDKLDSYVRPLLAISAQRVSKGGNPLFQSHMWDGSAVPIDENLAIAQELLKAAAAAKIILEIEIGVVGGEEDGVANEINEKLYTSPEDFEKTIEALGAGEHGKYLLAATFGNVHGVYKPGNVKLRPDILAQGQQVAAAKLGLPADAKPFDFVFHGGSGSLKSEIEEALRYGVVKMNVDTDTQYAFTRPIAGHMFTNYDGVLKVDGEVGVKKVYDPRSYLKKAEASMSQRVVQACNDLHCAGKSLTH
PfHsp40 yeast: compounds rescuing yeast from Plasmodium falciparum HSP40 toxicity; S. cerevisiae expressing PfHsp40, growth rescue, ATP luminescence; growth rescue, % at 12.5 µM; 0.68% of 340,000 active; in the data active means growth rescue above about 28%, passing the limit was not always enough; inconclusive means no clear call, values can overlap the other calls;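 further: yeast W303a lacking pdr1 and pdr3 grown in galactose medium; growth measured after three days at 30 °C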
BoNT-F LC inh: BoNT F light chain protease inhibition; inhibition, % at 10 µM; AID 588497; Multiplex microsphere protease cleavage assay, flow cytometry; 0.22% of 360,000 active; in the data active means inhibition above about 35%, passing the limit was not always enough; inconclusive means no clear call, values can overlap the other calls; further: plate controls were buffer without enzyme for full effect and enzyme alone for no effect
BoNT-A LC inh2: blocks Botulinum neurotoxin A light chain protease; multiplex microsphere protease substrate cleavage, flow cytometry; AID 588499; 0.17% of 360,000 active; inhibition, % at 10 µM; further: plate controls were buffer without enzyme for full effect and enzyme alone for no effect
GDH-TPI counter: counter-screen for M. tuberculosis FBA inhibitors: GDH-TPI coupled enzymes; GDH-TPI coupled enzyme counterscreen, NADH absorbance; inhibition, % at 4.8 µM; 1.2% of 360,000 active; in the data active means inhibition above about 30%;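 further: 0% = DMSO wells and 100% = wells lacking the enzyme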
Anthrax LF prot: anthrax lethal factor protease inhibition | P15917 | 0.12% of 360,000 active | inhibition, % at 10 µM | AID 588501 | multiplex microsphere protease cleavage assay, LF; further: plate controls were buffer without enzyme for full effect and enzyme alone for no effect
Mtb UGM inh: inhibitors of M. tuberculosis UDP-galactopyranose mutase. P9WIQ1. purified UGM, fluorescence polarization probe displacement. inhibition, % at 10 µM. 0.06% of 320,000 active. AID 504406; in the data active means inhibition above about 10%, passing the limit was not always enough; inconclusive means no clear call, values can overlap the other calls
Target sequence (P9WIQ1 whole entry, looked up): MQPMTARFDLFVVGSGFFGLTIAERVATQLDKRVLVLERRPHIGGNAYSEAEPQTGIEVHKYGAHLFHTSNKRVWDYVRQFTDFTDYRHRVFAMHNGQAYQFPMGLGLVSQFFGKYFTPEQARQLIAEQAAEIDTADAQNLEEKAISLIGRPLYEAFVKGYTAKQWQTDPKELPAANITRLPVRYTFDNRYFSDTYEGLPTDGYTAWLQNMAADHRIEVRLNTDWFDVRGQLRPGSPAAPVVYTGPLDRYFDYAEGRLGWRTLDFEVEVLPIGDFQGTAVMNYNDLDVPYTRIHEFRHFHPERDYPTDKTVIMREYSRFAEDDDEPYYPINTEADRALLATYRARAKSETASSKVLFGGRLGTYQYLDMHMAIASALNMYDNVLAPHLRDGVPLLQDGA
FadD28 FP inh: inhibitors of Mycobacterium tuberculosis FadD28 bisubstrate binding | FadD28 bisubstrate probe binding, fluorescence polarization | inhibition, % at 12.5 µM | 0.22% of 360,000 active; in the data active means inhibition above about 8.5%, passing the limit was not always enough; inconclusive means no clear call, values can overlap the other calls
Active calls of the source: *; ? = inconclusive; · = not tested or not shown. Unless noted, no stated cut-off is given here; in the data, active means inhibition above about 30%; inconclusive means no clear call, values can overlap the other calls; inactive means below that.

A first look (2 entries):
Second line of a record: BoNT-A LC inh2	PfHsp40 yeast	BioA inh	Mtb UGM inh	GDH-TPI counter	FadD28 FP inh	BoNT-F LC inh	Mtb FBA inh	Anthrax LF prot
COc1ccc(OC)c(C2=NOC(C(=O)Nc3cc(C)nn3-c3ccccc3)C2)c1 (configuration not stated)
  -0.2	0.8	-0.5	-0.1	9	0.3	-9	0	8
CN1CCN(S(=O)(=O)c2ccc(N3CCN(C(c4ccccc4)c4ccccc4)CC3)nc2)CC1
  -0.3	3.5	3.3	-1.2	4	-1.5	-3	81*	-4

Main list (from the top)
Second line of a record: BoNT-A LC inh2	PfHsp40 yeast	BioA inh	Mtb UGM inh	GDH-TPI counter	FadD28 FP inh	BoNT-F LC inh	Mtb FBA inh	Anthrax LF prot
COc1ccc(OC)c(C2=NOC(C(=O)Nc3cc(C)nn3-c3ccccc3)C2)c1 (configuration not stated)
  -0.2	0.8	-0.5	-0.1	9	0.3	-9	0	8
CN1CCN(S(=O)(=O)c2ccc(N3CCN(C(c4ccccc4)c4ccccc4)CC3)nc2)CC1
  -0.3	3.5	3.3	-1.2	4	-1.5	-3	81*	-4
N#CC1(NC(=O)CSc2nnc(-c3ccccc3F)o2)CCCCC1
  -2.1	0.8	·	5.5	-2	-1.5	-7	-2	-2
CCn1c(O)c(C=NC2CCCC(C)C2C)sc1=S (configuration not stated)
  0.1	14	·	0.9	5	-1.7	-13	0	-8
Cc1nnc(NC(=O)CCS(=O)(=O)Cc2ccccc2)s1
  -1.5	0.1	-5.2	0.7	-1	-3.1	-7	-1	0
C[C@@H]1CCC(=O)N(C[C@@H](C)CSc2ccccc2)CC1
  -0.3	-0.6	0.1	1.0	8	-5.1	-3	-2	-4
COc1ccc(S(=O)(=O)N2CCC(C(=O)NCC(c3cccs3)N(C)C)CC2)cc1 (configuration not stated)
  -0.2	-0.3	1.3	-2.0	-7	-0.8	-6	5	5
CCNC(=O)CSc1nc(-c2ccc(F)cc2)cs1
  0.1	-0.8	·	-3.7	-5	1.8	0	7	2
CN1C(=O)/C(=C/c2cc(N=Nc3ccccc3)ccc2O)SC1=S
  4.0	0.1	0.6	-0.2	-6	-1.7	-17	4	0
Clc1ccc(CNCCC2=CCCCC2)cc1
  ?	1.1	·	0.7	9	-1.0	-16	-1	-2
O=C(NC(=S)Nc1ccc(S(=O)(=O)N2CCCC2)cc1)C1CC1
  0.0	-1.4	·	-1.8	8	-1.1	5	3	1
O=C(Nc1ccn(CCCNCc2ccc3[nH]ccc3c2)c(=O)n1)OCc1ccccc1
  0.3	0.5	1.9	·	-1	-1.5	-2	-2	-3
CCn1c(CC(=O)Nc2ccccc2)nnc1SCc1nc2ccccc2c(=O)[nH]1
  -0.3	-0.4	-0.9	-1.3	-5	-0.9	-5	-2	-1
N#CC(C#N)=Cc1c(N2CCN(c3ccccc3)CC2)nc2ccccn2c1=O
  -2.3	0.4	-0.4	-2.6	2	-1.9	12	-1	-3
COc1cc(CN2CCC(C)CC2)ccc1OCc1ccccc1
  0.4	-1.3	-1.5	-0.3	8	-2.7	10	0	12
COc1cccc(NC(=O)CN(C)C(=O)CN2C(=O)NC(C)(c3ccc(C)cc3)C2=O)c1 (configuration not stated)
  -1.1	0.6	0.0	4.6	6	-1.7	-1	-1	3
CCC1(CC)NC(=O)N(CC(=O)OCC(=O)c2ccccc2OC)C1=O
  -2.1	0.1	·	-0.3	9	-1.6	0	-3	0
COc1cccc(N=c2oc3c(C)ncc(CO)c3cc2C(N)=O)c1
  ·	-1.0	0.2	-0.5	14	0.2	·	4	·
Cc1ccccc1-c1cnc(C(O)c2ccc(F)cc2)[nH]1 (configuration not stated)
  -1.1	·	-0.1	·	7	-2.2	-1	-2	0
COc1ccc(-c2csc(C(O)c3cccc(Cl)c3)n2)cn1 (configuration not stated)
  0.7	·	1.0	·	3	-5.3	3	-1	6
O=C(NC1CCCc2c1cnn2-c1cc(F)cc(F)c1)c1ccccn1 (configuration not stated)
  -3.2	-0.7	4.7	-0.9	0	-0.4	-15	1	-2
O=C(Nc1nnc([C@@H]2C[C@H](O)[C@@H](CO)O2)s1)c1cccs1
  -0.1	·	-1.3	·	25	-0.3	-1	2	-4
COc1ccc(-c2cc3ccc(OCC(C)=O)cc3oc2=O)cc1OC
  0.5	0.1	-0.3	1.3	17	-2.7	0	1	-2
CC(OC(=O)Cn1[nH]c(=O)c2ccccc2c1=O)C(=O)Nc1ccc(Cl)cn1 (configuration not stated)
  0.2	-0.4	-1.2	1.2	11	-0.9	4	-1	4
COc1ccc(Cl)cc1NC(=O)CN(C)C(=O)c1cn(-c2ccccc2)nc1-c1cccs1
  -0.6	·	-3.6	·	4	-1.3	-11	1	-10
CC(=O)N1CCc2cc(S(=O)(=O)NC(C(=O)NC3CCCc4ccccc43)C(C)C)ccc21 (configuration not stated)
  -0.2	-1.2	0.0	-4.9	-4	0.8	16	8	-2
COc1ccc(OC)c(-c2nnc(SCC(=O)NC3CCCCC3)o2)c1
  -0.1	0.9	0.3	0.2	14	-0.7	0	2	-4
Nc1c(Br)cc(Br)c2c1-c1ccc([N+](=O)[O-])cc1C2
  3.6	1.3	·	·	15	-2.1	-5	4	-8
CC(C)CCN1CCN(Cc2nc(-c3ccc(F)cc3)cs2)CC1CCO (configuration not stated)
  0.3	0.6	·	1.3	0	-1.6	1	-3	0
O=C(NCCC(=O)N1CCC2(CC1)NCCc1[nH]cnc12)c1cccc(Br)c1
  0.1	0.3	·	-0.9	3	-3.8	7	-2	-2

Reformatted: entries from further up
Molecule | BoNT-A LC inh2 | PfHsp40 yeast | BioA inh | Mtb UGM inh | GDH-TPI counter | FadD28 FP inh | BoNT-F LC inh | Mtb FBA inh | Anthrax LF prot
COc1ccc(OC)c(C2=NOC(C(=O)Nc3cc(C)nn3-c3ccccc3)C2)c1 (configuration not stated) | -0.2 | 0.8 | -0.5 | -0.1 | 9 | 0.3 | -9 | 0 | 8
CN1CCN(S(=O)(=O)c2ccc(N3CCN(C(c4ccccc4)c4ccccc4)CC3)nc2)CC1 | -0.3 | 3.5 | 3.3 | -1.2 | 4 | -1.5 | -3 | 81* | -4
N#CC1(NC(=O)CSc2nnc(-c3ccccc3F)o2)CCCCC1 | -2.1 | 0.8 | · | 5.5 | -2 | -1.5 | -7 | -2 | -2
CCn1c(O)c(C=NC2CCCC(C)C2C)sc1=S (configuration not stated) | 0.1 | 14 | · | 0.9 | 5 | -1.7 | -13 | 0 | -8
Cc1nnc(NC(=O)CCS(=O)(=O)Cc2ccccc2)s1 | -1.5 | 0.1 | -5.2 | 0.7 | -1 | -3.1 | -7 | -1 | 0
C[C@@H]1CCC(=O)N(C[C@@H](C)CSc2ccccc2)CC1 | -0.3 | -0.6 | 0.1 | 1.0 | 8 | -5.1 | -3 | -2 | -4
COc1ccc(S(=O)(=O)N2CCC(C(=O)NCC(c3cccs3)N(C)C)CC2)cc1 (configuration not stated) | -0.2 | -0.3 | 1.3 | -2.0 | -7 | -0.8 | -6 | 5 | 5

Further structures
Second line of a record: BoNT-A LC inh2	PfHsp40 yeast	BioA inh	Mtb UGM inh	GDH-TPI counter	FadD28 FP inh	BoNT-F LC inh	Mtb FBA inh	Anthrax LF prot
O=C(ON=C1CCN(S(=O)(=O)c2ccccc2)CC1)c1ccc(Cl)cc1
  0.4	-0.7	-1.6	2.3	5	-0.4	-9	-4	-3
CC(C)Oc1cccc(C(=O)C2CCCN(C(=O)c3noc4c3CCCC4)C2)c1 (configuration not stated)
  -0.6	0.4	·	2.9	3	-0.8	1	1	-2
CC(O)(c1ccc(F)c(F)c1)c1nc(-c2cc3ccccc3o2)cs1 (configuration not stated)
  0.2	·	-0.7	·	8	-1.5	2	1	-3
CS(=O)(=O)N1N=C(c2ccc3nccnc3c2)CC1c1ccccc1 (configuration not stated)
  1.3	-0.8	0.4	1.5	2	-2.0	1	0	0
Nc1nc(SCc2nc3scc(-c4ccccc4)c3c(=O)[nH]2)n[nH]1
  -0.5	-0.2	-0.6	0.1	9	-4.9	-3	0	-4
O=C(CCc1ccccc1)OCCOC(=O)CCc1ccccc1
  0.2	0.9	-0.9	-0.1	9	-3.8	-1	-2	1
O=[N+]([O-])c1cc([N+](=O)[O-])c2nonc2c1Nc1ccccc1O
  -2.2	1.3	0.3	5.6	-1	-0.5	-2	-23	-2
Cc1ccc(C(=O)NCC(=O)Nc2cccc(S(=O)(=O)NC3=NCCCCC3)c2)cc1C
  -1.0	0.6	1.6	-0.7	8	-1.9	-4	1	1
CSc1nc2[nH]c3c(c2c2nncn12)CC(C)(C)OC3
  1.5	0.6	-0.4	-1.9	20	-3.0	9	1	4
O=C(N/N=C/c1ccc(N2CCOCC2)s1)c1ccccc1Br
  -0.2	-1.1	·	0.6	-1	-2.6	-1	2	0
Cc1cc(Cl)ccc1NC(=S)N1CCN(Cc2ccc3c(c2)OCO3)CC1
  -0.8	-0.3	1.3	-4.7	-3	-1.2	4	4	-2
O=C(Nc1nccs1)c1ccc(S(=O)(=O)N2CCOCC2)cc1
  -0.7	1.5	·	-0.2	0	-3.7	-8	-5	3
COc1ccc(CN2CCNC(=O)C2CC(=O)N2CCCCO2)cc1OC (configuration not stated)
  0.2	-2.3	·	0.5	-4	-1.3	-3	-1	-2
CCCCc1cc(=O)oc2cc(OC(C)C(=O)NCC3CCC(C(=O)O)CC3)c(Cl)cc12 (configuration not stated)
  0.0	1.3	-0.2	2.1	8	-5.8	-8	6	-5
COc1ccc(/C=N/NC(=O)c2ccc(NC(=O)C3CCCCC3)cc2)cc1O
  -0.5	-0.5	-0.3	1.0	21	0.1	-2	-2	-3
COC(=O)C(C)Sc1nc2ccsc2c(=O)n1Cc1ccccc1 (configuration not stated)
  -3.0	-1.7	5.9	1.0	-1	-1.6	-6	-2	-6
CN(Cc1ccc(Cl)cc1Cl)C(=O)Cc1ccc(S(=O)(=O)N2CCOCC2)s1
  0.1	·	0.0	·	9	-3.0	-1	2	-2
Cn1c(SSc2ccc(-c3cccnc3)n2C)ccc1-c1cccnc1
  0.6	-1.7	0.5	·	10	-3.5	1	-2	4
O=C(Nc1ccnc(-c2ccncc2)n1)c1cccs1
  -0.6	2.7	·	-1.2	0	-1.5	-6	2	-9
CC(=O)n1nc(-c2ccccc2)nc1NCc1ccc(F)cc1
  -1.2	11	-0.6	1.6	2	-0.2	-3	6	-7
CC(C)C[C@@H](CN)NC(=O)c1nc[nH]c1C(=O)N[C@@H](CC(=O)O)C(=O)CNC[C@H](C)NC(=O)c1nc[nH]c1C(=O)N[C@@H](CC(=O)O)C(=O)O
  0.1	-1.0	-0.5	·	5	2.9	0	5	-4
NC1=NC(=O)/C(=C/c2ccccc2OS(=O)(=O)c2ccc3ccccc3c2)S1
  1.6	0.2	0.5	-2.7	13	-1.4	15	1	-3
CCOC(=O)c1cc(-c2ccccc2)n(CC(=O)Nc2ccc(OCC)cc2)c1C
  -0.2	-1.6	-0.5	1.2	12	-2.3	-3	-2	1
